Compound activity from PubChem BioAssay.
DDE Tn7 FP inh = inhibitors of Tn7 peptide binding to fibrin DD(E), primary screen, biochemical, fluorescence polarization, human fibrin, Tn7 probe | Fibrinogen beta chain (Homo sapiens), P02675 | FP displacement of FITC-Tn7 peptide from fibrin DD(E); 0% = median of compound wells per plate | inhibition, % at 8.3 µM | hit rate 0.13% among 370,000 | AID 720508, 2013;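 active = inhibition above the mean of compounds falling within the control limits plus 3 SD of them, cut at about 14% in these data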;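 note: 0% = plate median of compound wells and 100% = 10 µM Aha-Tn7 peptide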
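System: human fibrin DD(E); quantity: Fibrin-DD(E) at 2 µM final; also added: fluorescent Tn7 probe at 0.1 µM; compound dosing: single nominal test concentration of 8.3 µM per compound; schedule: 10 min preincubation, 3 h with tracer, room temperature; detection: fluorescence polarization of the labelled Tn7 tracer; repeats: one replicate per compound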
DDE Tn6 FP inh = inhibitors of Tn6 peptide binding to fibrin DD(E), primary screen, biochemical, fluorescence polarization, human fibrin, Tn6 probe; Fibrin DD(E) TRITC-Tn6 fluorescence polarization displacement; AID 720509, 2013; inhibition, % at 8.3 µM; hit rate 0.21% among 370,000; Fibrinogen beta chain (Homo sapiens), P02675;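 active = inhibition above a per-campaign cutoff: mean of compounds within control limits plus 3 SD, cut at about 15% in these data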;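 note: 0% = median of all compound wells on the plate and 100% = blocking peptide control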
UHRF1 MBD2 ctr = UHRF1 methylated DNA binding inhibitors, primary screen, counter-screen for MBD2 inhibitor project, biochemical, TR-FRET, human UHRF1, single concentration. inhibition, % at 4.4 µM. E3 ubiquitin-protein ligase UHRF1 (Homo sapiens), Q96T88. hit rate 0.75% among 370,000. UHRF1 binding to methylated oligo; in the data active = inhibition above about 21%;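 note: UHRF1 SRA domain binding a hemimethylated CpG hairpin DNA probe; 0% = median of test compound wells and 100% = reference inhibitor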
SIAE primary = human SIAE inhibitors, primary screen, biochemical, fluorescence polarization, FP-Rh probe, 1536-well HTS; SIAE FP-Rh probe binding; inhibition, % at 9.66 µM; hit rate 0.69% among 370,000; AID 1053197, 2014;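 active = inhibition above a cutoff: mean of compounds within the control limits plus 3 SD of those, cut at about 17% in these data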;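 note: 0% = plate median of compound wells and 100% = probe without SIAE protein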
MBD2 inh = inhibitors of MBD2 binding to methylated DNA, primary screen, biochemical, TR-FRET, DNA-binding domain, human | hit rate 0.31% among 370,000 | inhibition, % at 4.4 µM | MBD2 binding to methylated oligonucleotide; in the data active = inhibition above about 13%
Target sequence (Q9UBB5 whole entry, looked up, the tested form may be a part): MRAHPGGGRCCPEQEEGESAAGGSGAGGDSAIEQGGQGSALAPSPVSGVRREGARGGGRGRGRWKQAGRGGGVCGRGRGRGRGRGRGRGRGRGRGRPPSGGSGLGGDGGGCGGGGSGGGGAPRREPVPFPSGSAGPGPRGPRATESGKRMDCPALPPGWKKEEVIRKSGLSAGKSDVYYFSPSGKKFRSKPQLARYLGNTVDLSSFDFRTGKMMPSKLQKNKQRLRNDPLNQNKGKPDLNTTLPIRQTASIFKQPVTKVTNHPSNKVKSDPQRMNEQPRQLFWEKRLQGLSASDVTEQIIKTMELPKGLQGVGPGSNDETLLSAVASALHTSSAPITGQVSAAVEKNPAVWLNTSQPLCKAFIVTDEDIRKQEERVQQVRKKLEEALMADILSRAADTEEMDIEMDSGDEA
TDP2 absorb = human TDP2 enzyme inhibitors, primary screen, biochemical, epi absorbance, recombinant enzyme | T5PNP hydrolysis, p-nitrophenol absorbance 415 nm | hit rate 0.34% among 370,000 | inhibition, % at 12.8 µM;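 active = inhibition above the mean of all tested compounds plus 3 SD, set per campaign, cut at about 25% in these data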;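 note: 0% = DMSO with enzyme and 100% = buffer with substrate but no TDP2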
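System: recombinant human TDP2 / Amount: 120 nM TDP2 per well / Also added: 5 mM T5PNP chromogenic substrate / Doses: 12.8 µM single point, 1% DMSO / Incubation: 2 h at 37 °C / Detection: p-Nitrophenol epi absorbance / Evaluation: % inhibition relative to enzyme-containing and enzyme-free wells / Repeats: singlicate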
proKLK7 act = proKLK7 zymogen activators, primary screen, biochemical, fluorescence intensity; AID 652039, 2013; activation, % at 7 µM; Kallikrein-7 (Homo sapiens), P49862; purified proKLK7, EDANS-DABCYL substrate fluorescence; 100% is mature enzyme control, 0% vehicle; hit rate 0.9% among 370,000;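 active = activation above the mean of all tested compounds plus 3 SD, computed per campaign excluding outliers beyond control limits, cut at about 13% in these data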
Target sequence (P49862 whole entry, looked up): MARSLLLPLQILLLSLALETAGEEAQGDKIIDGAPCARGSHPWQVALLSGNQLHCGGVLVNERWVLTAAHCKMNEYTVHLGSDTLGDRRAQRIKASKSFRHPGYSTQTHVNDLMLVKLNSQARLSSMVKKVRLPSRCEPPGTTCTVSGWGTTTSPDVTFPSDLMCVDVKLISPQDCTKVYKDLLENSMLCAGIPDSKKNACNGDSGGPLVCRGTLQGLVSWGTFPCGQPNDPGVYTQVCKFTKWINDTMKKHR
LEDGF integ inh = blockers of LEDGF/p75-dependent integrase strand transfer – biochemical, TR-FRET, high throughput, primary screen; HIV-1 integrase (with human LEDGF/p75); hit rate 0.64% among 370,000; TR-FRET IN-LEDGF/p75 DNA integration, Eu/Cy5; inhibition, % at 3.7 µM; AID 743269, 2014;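 active = inhibition above the screen-wide mean plus 3 SD, cut at about 13% in these data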;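 note: signal is the Cy5 over europium emission ratio at 671 and 618 nm; 0% = plate median of compound wells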
PRMT1 inh = PRMT1 methyltransferase inhibitors, primary screen, biochemical, fluorescence polarization; hit rate 1.3% among 370,000; AID 652257, 2013; inhibition, % at 2.79 µM; Protein arginine N-methyltransferase 1 (Homo sapiens), Q99873; recombinant PRMT1, activity-based probe fluorescence polarization;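 active = inhibition above about 21% made by adding two undisclosed values, limit read from the data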
Target sequence (Q99873 whole entry, looked up): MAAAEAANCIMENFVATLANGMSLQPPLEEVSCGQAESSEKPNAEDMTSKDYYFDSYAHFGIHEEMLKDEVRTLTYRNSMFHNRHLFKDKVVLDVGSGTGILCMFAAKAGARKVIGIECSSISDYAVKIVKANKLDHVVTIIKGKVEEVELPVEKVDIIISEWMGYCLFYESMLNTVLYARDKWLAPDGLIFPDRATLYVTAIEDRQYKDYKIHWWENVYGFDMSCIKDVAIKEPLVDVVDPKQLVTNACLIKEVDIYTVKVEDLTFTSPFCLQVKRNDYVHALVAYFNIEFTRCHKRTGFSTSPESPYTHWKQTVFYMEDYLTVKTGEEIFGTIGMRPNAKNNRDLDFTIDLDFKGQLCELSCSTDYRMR
TCR CD3 inh = inhibitors of human TCR-CD3 interaction, primary screen, biochemical, fluorescence, TAMRA-labeled TCR probe; AID 651800, 2012; hit rate 0.37% among 360,000; T-cell receptor (TCR); inhibition, % at 9.4 µM; in the data active = inhibition above about 19%;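 note: recombinant mutant TCR 2C K166C tagged with TAMRA read by polarization; 0% = receptor in buffer alone and 100% = receptor with positive control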
Numbers without * were called inactive.

SMILES | DDE Tn7 FP inh | DDE Tn6 FP inh | UHRF1 MBD2 ctr | SIAE primary | MBD2 inh | TDP2 absorb | proKLK7 act | LEDGF integ inh | PRMT1 inh | TCR CD3 inh
COc1cc2ccccc2cc1C(=O)Nc1ccc(O)cc1 | 6 | -4 | -1 | 5 | 1 | 7 | -59 | -2 | 4 | -10
CSc1nnc(NC(=O)c2ccc(C)c(S(=O)(=O)N3CCOCC3)c2)s1 | 7 | 4 | -2 | 0 | -4 | -10 | 0.2 | -6 | -3 | -7
CCN1CCN(C(=O)c2ccc3c(c2)N(Cc2ccc(F)cc2)C(=O)c2ccccc2S3=O)CC1 (stereo unspecified) | 1 | -5 | -5 | -3 | -6 | -2 | -0.2 | 0 | -5 | 2
O=C1C=C(c2ccc3ncccc3c2)C[C@@H](c2ccc3c(c2)OCO3)C1 | -2 | -11 | 5 | -1 | -1 | -10 | 0.2 | -2 | 5 | 0
COC1CCN(Cc2c(C(=O)N3C[C@@H](C)O[C@@H](C)C3)nc3ccc(Cl)cn23)CC1 | 2 | 3 | -1 | -5 | -1 | -9 | 0.1 | 0 | -4 | -4
COC(=O)c1sccc1NC(=O)Nc1cccc(C)c1 | 9 | -1 | 3 | -5 | -2 | -3 | -0.6 | -4 | 0 | -1
O=C1OCCN1C(=O)[C@H]1[C@H](c2ccc(Cl)cc2)C(c2ccc(F)cc2)=NN1c1ccccc1 | -2 | 4 | 0 | 0 | -2 | 5 | -124 | -4 | 3 | 2
O=C(NCc1ccncc1)C1CCCN(S(=O)(=O)Cc2ccccc2)C1 (stereo unspecified) | -1 | 7 | 2 | 7 | -4 | 2 | -0.1 | 2 | 0 | -3
Cc1ccc(N2C(=O)[C@@H]3C(C(=O)C(c4ccccc4)c4ccccc4)=NN[C@@H]3C2=O)cc1 | -6 | -9 | -1 | -5 | 1 | 5 | 0.2 | 1 | -1 | 2
CS(=O)(=O)c1ccc(NC(=O)CN2C(=O)C3CCCCC3C2=O)cc1 (stereo unspecified) | 0 | 8 | 2 | 0 | -6 | -5 | 0.5 | 3 | -2 | 7
CC1=C(CC(=O)NCC(=O)NCC(=O)O)c2cc(F)ccc2/C1=C/c1ccc(S(C)=O)cc1 (stereo unspecified) | 0 | 1 | -3 | 0 | -1 | -2 | -0.7 | 0 | 2 | -4
O=C(Nc1nc(-c2cccnc2)cs1)c1ccccc1F | -3 | -1 | 1 | -7 | -1 | 12 | -0.6 | -2 | 0 | -6
Cc1ccc2c(c1)nc(NCCCO)n2C | -7 | -1 | -1 | 3 | 3 | 6 | 0.7 | 1 | 1 | 2
O=C(C1=C(O)C(=O)N(CC2CCCO2)C1c1ccccc1F)c1ccco1 (stereo unspecified) | -5 | -2 | -4 | -7 | -1 | -4 | 0.1 | 5 | -4 | 4
N#Cc1ccc(S(=O)(=O)N2CCCc3nc(-c4ccc(Br)cc4)ccc32)cc1 | -3 | 1 | -1 | -4 | 1 | 1 | 0.4 | 3 | -2 | 0
COc1ccc(/C=C/C(=O)c2ccoc2)cc1 | 7 | -2 | -1 | -4 | 1 | -9 | 2.9 | 0 | 11 | -8
COc1ccccc1-n1c(C)nnc1SCC(=O)Nc1cc(C)cc(C)c1 | -3 | -4 | 0 | -6 | -1 | -4 | -0.2 | 4 | -1 | -1
Cn1c(=O)c2c(ncn2CC(=O)Nc2cc(S(=O)(=O)N3CCCCC3)ccc2O)n(C)c1=O | 1 | -3 | 4 | 1 | 1 | -13 | 0.1 | 1 | 3 | -4
CC(C)=CCCC(C)CN1CCC(O)CC1 (stereo unspecified) | -5 | 2 | 1 | 1 | -1 | 12 | 0.6 | 1 | 0 | -2
Cc1nc(C(C)N(C)Cc2nc(-c3ccc4c(c3)OCO4)no2)c(C)s1 (stereo unspecified) | -2 | -1 | 0 | 0 | -5 | 4 | -0.2 | 2 | -2 | 0
Cc1ccccc1C(=O)NC1CCN(Cc2nnnn2CCc2ccccc2)CC1 | -2 | -1 | 3 | 2 | 1 | 7 | 0.0 | 0 | 0 | -5
O=C(COC(=O)C1CCN(c2ccc(C(F)(F)F)cn2)CC1)NCc1ccc(Cl)cc1Cl | 2 | 6 | -2 | -16 | -6 | 3 | 0.2 | 0 | -2 | -3
COc1ccc(-c2[nH]c(-c3ccc(C)cc3)nc2SCC(=O)NCc2ccco2)cc1OC | 8 | 9 | 1 | 3 | -6 | 4 | 0.7 | 0 | 0 | -1
Cc1ccccc1CSCC(=O)NCc1ccco1 | 5 | -4 | 0 | 6 | -7 | -6 | 0.1 | 2 | 10 | -8
N#Cc1cc2c(nc1SCc1cccc(Cl)c1)CCCCC2 | -3 | 0 | 0 | 1 | 2 | 2 | -0.4 | 1 | -2 | -4
O=C(O)COCC(=O)Nc1ccc(Oc2ncnc3cc(Cl)ccc23)nc1 | 2 | 3 | -18 | 5 | 0 | 6 | 0.2 | 1 | -7 | 9
COc1cccc(C(CNC(=O)C(c2ccccc2)c2ccccc2)N(C)C)c1 (stereo unspecified) | -8 | -8 | -1 | 3 | 0 | 7 | -0.1 | -3 | 2 | -2
C=CCC1(NCc2ccco2)CCN(CC)CC1 | -3 | 2 | 0 | 10 | -3 | 13 | 0.0 | 1 | 1 | 5
O=C(NCc1cccnc1)c1cn(-c2ccccc2)nc1-c1ccccc1 | 2 | 4 | 0 | -8 | -4 | 6 | 0.5 | -1 | 1 | 4
CC1CCCCN1C(=O)Cn1c(=O)oc2cc(S(=O)(=O)N3CCCCC3)ccc21 (stereo unspecified) | 1 | 10 | -3 | 5 | -7 | -9 | 0.4 | 5 | 4 | 2
O=C(CC[C@H]1O[C@@H](n2ccc(=O)[nH]c2=O)[C@H](O)[C@@H]1O)N[C@@H](Cc1ccccc1)C(=O)NCC1CCCO1 (stereo partly specified) | -2 | 0 | -2 | 8 | -6 | 3 | 0.2 | 1 | -2 | 4
Cc1nc(C(=O)NC2CCCCC2)sc1C1(C)CC(c2cccc([N+](=O)[O-])c2)=NO1 (stereo unspecified) | 1 | -13 | 0 | 4 | -8 | 12 | -0.1 | 2 | 2 | 3
N#Cc1ccc(CO/N=C/c2ccccc2)cc1 | 4 | 0 | 5 | -11 | 5 | -17 | -0.6 | 5 | -3 | 5
CC(C)c1nnc(NC(=O)CCC(=O)NC2CCCc3ccccc32)s1 (stereo unspecified) | 7 | 8 | 3 | -1 | 1 | 3 | 0.8 | 0 | -3 | -3
CCC(=O)N1CCc2cc(S(=O)(=O)NC(Cc3ccccc3)C(=O)O)ccc21 (stereo unspecified) | -2 | 3 | -1 | 1 | 4 | -8 | 0.2 | 2 | -3 | -1
c1ccc2c3c([nH]c2c1)C1(CCCCC1)NCC3 | -5 | 0 | 2 | 1 | 0 | 8 | -0.6 | -7 | 2 | -6
O=C(OCn1nnc2ccccc2c1=O)c1ccc2c(=O)n3c(nc2c1)CCC3 | -6 | -5 | 2 | 0 | 8 | 12 | 0.3 | 3 | 0 | -1
COCOCCn1cc(CN2CCS(=O)(=O)N(Cc3ccc(-c4ccc(Cl)nc4)cc3)C(C(C)C)C2=O)nn1 (stereo unspecified) | 5 | 5 | 2 | 1 | -2 | -1 | 0.9 | -1 | -1 | 2
COC(=O)c1c(NC(=S)NN2CCN(C)CC2)sc2c1CCC(C)C2 (stereo unspecified) | 4 | -2 | 2 | -5 | 9 | -5 | 1.2 | 4 | 14 | -11
O=C(N/N=C/c1ccc(Br)s1)c1c[nH]c2ccccc12 | 1 | -8 | 7 | -16 | -1 | 1 | -0.6 | -2 | 0 | 3
Cc1c(NC(=O)c2ccc(S(=O)(=O)N3CCOCC3)cc2)c(=O)n(-c2ccccc2)n1C | -3 | 0 | 0 | 8 | -4 | 12 | -0.2 | 0 | 3 | 1
O=C(CO/N=C/c1ccc(OC(F)F)cc1)NC1CCCCC1 | 4 | -4 | -1 | 3 | -1 | -2 | 0.2 | 6 | -3 | 2
Cc1cc(C)cc(OCc2ccc(C(=O)O)o2)c1 | 2 | 2 | 0 | -1 | 0 | 5 | -0.1 | 1 | 1 | 0
COc1ccc(CN(C(C)=O)c2cccc(C)c2C)cc1 | -10 | 2 | 3 | -2 | -4 | 0 | 0.1 | -3 | -4 | 2
C=CCOC(=O)CCCC(=O)NC1CCCCC1 | -2 | -2 | -4 | 4 | 3 | 0 | 0.2 | 1 | -1 | -3

Reprinted from the part before: three compounds, then new ones.
SMILES | DDE Tn7 FP inh | DDE Tn6 FP inh | UHRF1 MBD2 ctr | SIAE primary | MBD2 inh | TDP2 absorb | proKLK7 act | LEDGF integ inh | PRMT1 inh | TCR CD3 inh
Cc1cc(C)cc(OCc2ccc(C(=O)O)o2)c1 | 2 | 2 | 0 | -1 | 0 | 5 | -0.1 | 1 | 1 | 0
COc1ccc(CN(C(C)=O)c2cccc(C)c2C)cc1 | -10 | 2 | 3 | -2 | -4 | 0 | 0.1 | -3 | -4 | 2
C=CCOC(=O)CCCC(=O)NC1CCCCC1 | -2 | -2 | -4 | 4 | 3 | 0 | 0.2 | 1 | -1 | -3
Cc1ccc(NC(=O)c2ccc(NC3=NC4CS(=O)(=O)CC4S3)cc2)cc1 (stereo unspecified) | -1 | -2 | 0 | 2 | 7 | 2 | 0.6 | -1 | 5 | -5
Cc1cc(NS(=O)(=O)c2cccc([N+](=O)[O-])c2)no1 | 3 | 0 | -1 | 9 | -1 | 7 | -0.1 | 3 | -3 | 1
CCOC(=O)N1CCN(C(=O)c2ccc3c(=O)n(Cc4ccccc4OC)c(=S)[nH]c3c2)CC1 | -1 | 1 | -1 | -3 | -1 | -4 | -0.6 | -4 | -3 | 3
CCCCN1C(=O)C2C3C=CC(C2C1=O)C1C2C(=O)N(CCCC)C(=O)C2C31 (stereo unspecified) | 3 | 4 | 3 | 6 | 6 | 2 | 0.5 | 2 | 0 | -6
COc1ccc(C(=O)NC(=O)CSc2nc3nc(C)cc(C)n3n2)cc1 | 5 | 1 | -2 | 3 | -1 | -1 | 0.1 | 0 | 27* | 4
O=C(c1ccccc1)c1cnc(-c2ccc(Cl)cc2)s1 | 1 | -2 | -1 | -6 | 1 | 0 | -0.2 | -1 | -7 | 3
